14-3-3 PPI = modulators of 14-3-3 gamma protein binding, primary screen, biochemical, fluorescence polarization | 14-3-3 protein gamma (Homo sapiens), P61981 | FP, 14-3-3gamma / TMR-pS259-Raf peptide binding | inhibition, % at 40 µM | 160,000 tested, 0.19% active | AID 422, 2006; in the data active means inhibition above about 30%;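 further: 0% = protein plus tracer without compound and 100% = blank with tracer alone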
Target sequence (P61981 whole entry, looked up): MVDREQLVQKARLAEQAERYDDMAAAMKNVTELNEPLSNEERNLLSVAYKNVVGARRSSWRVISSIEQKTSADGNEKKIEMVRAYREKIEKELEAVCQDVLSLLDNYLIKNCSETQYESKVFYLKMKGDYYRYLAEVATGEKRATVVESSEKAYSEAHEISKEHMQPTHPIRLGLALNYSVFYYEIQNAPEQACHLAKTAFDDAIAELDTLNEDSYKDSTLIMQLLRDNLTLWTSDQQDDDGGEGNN
The depositor's hits bear a star; & = joins results of further samples.

SMILES | 14-3-3 PPI
COc1cc2[nH]c(=O)n(CCC(=O)N3CCN(c4ccccn4)CC3)c(=O)c2cc1OC | -8
COC(=O)COc1ccc2c(=O)c(Oc3ccc(F)cc3)c(C)oc2c1 | -2
Clc1cccc(-c2nc3ccc(Cl)cn3c2Nc2ccc3c(c2)OCO3)c1 | -16
O=C(N1CCN(c2ccc(F)cc2)CC1)N1c2ccccc2Sc2ccccc21 | -1
O=[N+]([O-])c1cc(N=Cc2c[nH]c3ccccc23)ccc1N=Cc1c[nH]c2ccccc12 | -24
CCOC(=O)C1=C(C)N=C2SCCC(=O)N2C1c1cc(Br)ccc1OC (stereo not drawn) | 2&-2
Cc1ccc(C(=O)Nc2sc3c(c2C(=O)O)CCCCC3)o1 | -5
O=C(Nc1ccccc1)Nc1ccc(S(=O)(=O)N2CCCCC2)cc1 | -6
O=C(Cc1ccc(-n2c(=O)c3ccccc3n(Cc3cccc(F)c3)c2=O)cc1)NC1CCCC1 | -4
CC(c1nnc(SCC(=O)Nc2ccc3[nH]c(=O)[nH]c3c2)n1Cc1ccccc1)N(C)C (stereo not drawn) | -9
O=C(c1ccc(SCc2ccccc2F)c([N+](=O)[O-])c1)N1CCCC1 | -3
Cc1sc(-n2c(C)ccc2C)c(C(=O)O)c1C | -35
O=C(NCc1ccccc1)c1cc(S(=O)(=O)N2CCC3(CC2)OCCO3)ccc1F | -4
O=C1c2cccnc2C(O)N1Cc1ccco1 (stereo not drawn) | -7
CCN(CC)CCN1C(=O)C(=O)/C(=C(/O)c2c(C)[nH]c(C(=O)OC)c2C)C1c1ccccc1OC (stereo not drawn) | 4
CSc1nnc2c3c4c(sc3c(=O)n(-c3ccccc3)n12)CC(C)(C)OC4 | -11
CSc1ccccc1NC(=O)c1noc2c1CC(C(C)(C)C)CC2 (stereo not drawn) | -3
O=C1C2C3CCC(C3)C2C(=O)N1c1cc([N+](=O)[O-])ccc1F (stereo not drawn) | -9
Cn1c(=O)n(CCc2ccccc2)c(=O)c2c1nc1n2CCN1c1ccccc1 | -3
CCN(CC)C(=O)C1C(=O)NC2(C)CC1c1ccccc1O2 (stereo not drawn) | -4
CC(=O)NC(C)C(c1cccs1)N1CCN(c2ccccc2)CC1 (stereo not drawn) | 2
Cc1ccc(Cn2nnc3c(=O)[nH]c(C4CCN(S(=O)(=O)c5ccc(F)cc5)CC4)nc32)cc1 | -2
O=C(NCCc1ccccc1)C1c2ccccc2C(=O)N1Cc1ccc2c(c1)OCO2 (stereo not drawn) | -10
O=C(NC1CCCCC1)N1c2ccccc2CCc2ccccc21 | -2
O=C(CSc1nnc(-c2ccco2)c(-c2ccco2)n1)Nc1ccccc1 | -2
CCOC(=O)c1c(C)[nH]c(C(=O)O)c1C | 3
O=C(CC1CC2CCC1C2)NCc1cccs1 (stereo not drawn) | -8
CCCCCC1CC(CC(C)C(=O)Nc2nncs2)C(=O)O1 (stereo not drawn) | -4
O=c1[nH]c2ccc(NCc3ccccc3OCc3ccccc3F)cc2[nH]1 | -5
COC(=O)C1=CN(C)C=C(C(=O)OC)C1c1cc2c(cc1Cl)OCO2 | -9
O=S(=O)(c1ccc2nc(-c3ccccc3)[nH]c2c1)N1CCC(Cc2ccccc2)CC1 | -8
CCC(=O)Nc1cccc(-c2cn3c(C)cccc3n2)c1 | -19
C=CCn1c(SCC(=O)Nc2ccc3c(c2)OCO3)nnc1-c1ccccc1O | -6
COc1cc(Br)c(C2C(C(=O)OCCOc3ccccc3)=C(C)NC3=C2C(=O)CCC3)cc1OC (stereo not drawn) | -1
CCC1(C)Cc2c(sc3nc(NC)n(C)c(=O)c23)CO1 (stereo not drawn) | -6
Cc1ccc(NC(=O)CN2CCN(C)CC2)cc1Br | -6
O=C1C2C(C(=O)N1c1cccc(Cl)c1)C1C=CC2C12CC2 (stereo not drawn) | -1
Cn1c(=O)c2c(-c3ccccc3)n(N3CCOCC3)cc2n(C)c1=O | -8
COc1cccc(-c2n[nH]c(=S)n2Cc2ccco2)c1OC | 4
CC(C)CC1=NN(C(=O)CCCc2ccccc2)C(O)(C(F)(F)F)C1 (stereo not drawn) | 4
Cc1ccc(S(=O)(=O)N2CCOCC2)cc1C(=O)Nc1ccccn1 | -3
O=C(Cn1c(C(=O)NCc2ccco2)cc2sccc21)c1ccccc1 | -5
O=C(NCc1ccco1)C1CCCN(c2nc3ccccc3o2)C1 (stereo not drawn) | -15
O=C1CCCC2=C1C(c1cccc([N+](=O)[O-])c1)C1C(=O)c3ccccc3C1=N2 (stereo not drawn) | -48
COc1ccc(Nc2nnc(-c3ccc(C)c(S(=O)(=O)NCC4CCCO4)c3)c3ccccc23)cc1C(N)=O (stereo not drawn) | -11
COc1ccccc1N1CCN(C(=O)CSCc2ccc(F)cc2)CC1 | -3
CSc1nc(N)c(C#N)c(-c2ccc(Cl)cc2)c1C#N | -6
CCC(=O)N/C(=N\c1nc(C)cc(C)n1)Nc1cccc(OC)c1 | -7
COc1ccc(Cn2c(SCC(=O)c3ccccc3)nc3ccc(N4CCOCC4)cc3c2=O)cc1 | -8
Clc1ccc(-c2cnc3ccccc3n2)cc1 | 1
Cc1cc(C)n2nc(SCC(=O)Nc3ccc(F)cc3)nc2n1 | -2
COc1cc(NC(=O)CSc2nc3nc(C)cc(C)n3n2)cc(OC)c1OC | -1
Cn1c(=O)n(C)c2cc(CNc3ccc(N4CCOCC4)c(C(=O)O)c3)ccc21 | -7
CCOC(=O)c1c(NC(=O)c2cc(C)on2)sc(C)c1C | -4
Nn1c(SCC(=O)Nc2ccc3c(c2)OCO3)nnc1C1CCCCC1 | -6
CC1=C(C(=O)OC(C)C)C(c2ccc(N(C)C)cc2)C2=C(CC(c3ccc(Cl)cc3)CC2=O)N1 (stereo not drawn) | -15
COCCCNC(=O)CS(=O)Cc1nc(-c2ccccc2C)oc1C (stereo not drawn) | -4
Nc1c(NCCCN2CCOCC2)c2ccccc2oc1=O | -5&6
CCOC(=O)C1CCN(S(=O)(=O)c2cnc[nH]2)CC1 | 0
Cn1c(CNc2ccccc2O)nc2ccccc21 | -3
Next section
SMILES | 14-3-3 PPI
CC(C)COc1ccc(C(=O)OCCN2CCOCC2)cc1 | -3&0
CCCCNc1ncc2cc3ccccc3nc2c1C#N | 90*
CCCCOC(=O)c1cccc(NC(=O)c2cncc(Br)c2)c1 | -10
COC(=O)c1ccc(NC(C)C(=O)OC)c([N+](=O)[O-])c1 (stereo not drawn) | -4
NS(=O)(=O)c1ccc(NC(=O)CN2C(=O)c3ccccc3C2=O)cc1 | 8
CC(C)c1ccc(S(=O)(=O)N2CCN(Cc3ccc(F)cc3)CC2)cc1 | -3
CC1CCN(C(=O)Nc2cccc(NC(=O)N3CCC(C)CC3)c2)CC1 | -4
O=C(CSc1nc2ccccc2c(=O)n1-c1ccc2c(c1)OCO2)c1ccc(Cl)cc1 | -3
CCC1Oc2ccccc2N(CC(=O)NCCN(CC)CC)C1=O (stereo not drawn) | -6
O=c1c(C(c2ccc(Cl)cc2)c2c(O)nc3n(c2=O)CCCS3)c(O)nc2n1CCCS2 | -15
CCCCCCOC(=O)C1=C(C)NC(=O)NC1c1ccccc1F (stereo not drawn) | 4
O=C(Nc1ccc(Br)c2cccnc12)c1cccc(COCC(F)(F)C(F)F)c1 | -43
O=C(Nc1ncc(S(=O)(=O)c2ccc([N+](=O)[O-])cc2)s1)c1ccc(S(=O)(=O)N2CCCCC2)cc1 | 0
CC(=O)N1c2ccccc2NC2=C(C(=O)CCC2)C1c1ccc(C)cc1 (stereo not drawn) | 2
CC(=O)N1CCN(c2ccc(NC(=O)c3ccc4c(c3)OCCO4)cc2)CC1 | 3
CCOc1ccc(Cc2nn[nH]n2)cc1 | 1
O=C1C(Nc2ccccc2)=CC(c2cccc([N+](=O)[O-])c2)N1c1ccccc1 (stereo not drawn) | 10
COc1cc(COc2ccc3c4c(c(=O)oc3c2C)CCCCC4)cc(OC)c1OC | -3
Cc1ccccc1OCCN1C(=O)NC2(CCc3ccccc32)C1=O (stereo not drawn) | 0
O=C(Oc1ccc2c(c1)OCO2)c1ccncc1 | 0

Part of the list above, with values ahead of the structure.
14-3-3 PPI	Compound
3	CC(=O)N1CCN(c2ccc(NC(=O)c3ccc4c(c3)OCCO4)cc2)CC1
1	CCOc1ccc(Cc2nn[nH]n2)cc1
10	O=C1C(Nc2ccccc2)=CC(c2cccc([N+](=O)[O-])c2)N1c1ccccc1 (stereo not drawn)

Next results:
SMILES | 14-3-3 PPI
COc1cc2c(cc1NC(=O)c1ccc([N+](=O)[O-])cc1)oc1ccccc12 | -2
COc1cc2c(cc1OC)C(C(=O)Nc1ccc3c(c1)OCCO3)C1c3ccccc3CCN1C2=O (stereo not drawn) | -5
O=C(CSc1nccn1-c1ccc(F)cc1)Nc1ccc2c(c1)OCO2 | -4
CC(=O)NC(CCS(C)(=O)=O)C(=O)Nc1c(C)cccc1C (stereo not drawn) | 4
O=C(CN1CC(=O)Oc2ccccc21)OCC(=O)c1cccc(Br)c1 | -1
CCCc1cc(=O)[nH]c(SCC(=O)Nc2cc3oc4ccccc4c3cc2OC)n1 | -3
O=C(Oc1ccc2c(c1)CCC2)N1CCOCC1 | 0
O=C1Nc2ccccc2C1=Nc1ccccc1O | -11
O=C(CSc1nccn1-c1ccc([N+](=O)[O-])cc1)Nc1ccc([N+](=O)[O-])cc1 | -1
O=C(CSC1CC(=O)N(c2ccc(C(=O)O)cc2)C1=O)Nc1ccc(Cl)cc1 (stereo not drawn) | -2
CCC(=O)N1CCc2cc(Br)cc(S(=O)(=O)N(CC)c3ccccc3)c21 | -4
CC1(C)Cc2ccccc2-c2cc3nc4ccccc4nc3n21 | -28
COc1ccc(CCNC(=O)Cn2c(=O)cnc3ccccc32)cc1 | -10
Fc1ccc(C2CC(c3ccccc3)Nc3ncnn32)cc1 (stereo not drawn) | 5
CCSCCOC(=O)C1=C(C)NC2=C(C(=O)CCC2)C1c1ccc(C(=O)OC)cc1 (stereo not drawn) | 2
COc1ccccc1C1C(C(=O)OC2CCCC2)=C(C)NC2=C1C(=O)CC(c1ccccc1)C2 (stereo not drawn) | 0
O=c1cc(O)c2sc3nc(-c4cccs4)cc(-c4cccs4)c3c2[nH]1 | -77
CCCCCCc1cc2c(=O)c(-c3ccccc3)coc2cc1OC | 5
COc1cc(C2NC(=O)NC(C)=C2C(=O)OC(C)C)cc([N+](=O)[O-])c1O (stereo not drawn) | 0
CC12CCC(C(=O)Nc3cccnc3)(CC1=O)C2(C)C (stereo not drawn) | -3
O=C1NCCN1Cc1ccccc1F | 2&-11
O=[N+]([O-])c1c(Nc2ccccc2)cc(N2CCCCC2)c2nonc12 | -5
COc1cc(C2NC(=O)C(C)S2)cc(OC)c1OC (stereo not drawn) | -2
CC1CCN(S(=O)(=O)c2ccc3[nH]cc(C(=O)NCC4COc5ccccc5O4)c(=O)c3c2)CC1 (stereo not drawn) | -5
OCCn1c(SC2CCCCC2)nc2ccccc21 | 5
CC(C)(C)c1ccc(C(=O)Nc2cccc(NC(=O)c3cccc4ccccc34)c2)cc1 | -1
CCN(CC)S(=O)(=O)N1CCCC(C(=O)NC(C)C)C1 (stereo not drawn) | -4
COc1ccc(NC(=O)CSc2nncn2C)cc1OC | -4
CCCCCn1c2nc3ccccc3nc2c2c(=O)n(CC(C)C)cnc21 | 6
CCn1c(SCc2cc(=O)n3cc(Cl)ccc3n2)nc2ccsc2c1=O | -4
CC(C)(C)C1CCc2c(sc(NC(=O)c3noc4c3CCCCC4)c2C#N)C1 (stereo not drawn) | -36
O=C(NCc1nnc(SC/C=C/c2ccccc2)o1)c1ccco1 | -4
COC(=O)CN1C(=O)Nc2ccc(Br)cc2C1c1ccccc1Cl (stereo not drawn) | -14
COc1ccc(C2C3=C(CCCC3=O)NC3=C2C(=O)CCC3)cc1 | -10
O=C(Cn1c(=O)oc2cc(S(=O)(=O)N3CCc4ccccc43)ccc21)NC1CCCC1 | -9
COc1ccc(N2CCN(c3ccc(N)cc3C#N)CC2)cc1 | -5
COc1cc(C(=O)NCCSc2c(C)[nH]c3ccccc23)cc(OC)c1OC | -2
CCOC(=O)C1CCN(S(=O)(=O)c2c(C)n[nH]c2C)CC1 | 1
NS(=O)(=O)c1cccc(C(=O)Nc2ccc([N+](=O)[O-])cc2)c1 | -1
Cc1ccc(-c2[nH]c3ccccc3c2C(C[N+](=O)[O-])c2ccco2)cc1 (stereo not drawn) | -19
CCOc1ccc(S(=O)(=O)Nc2c(C)cccc2C)c2cccnc12 | -13
O=C(NC1CCCC1)C(c1cc2c(cc1[N+](=O)[O-])OCO2)N1CCN(C2CCCCC2)CC1 (stereo not drawn) | 3
Fc1ccccc1C1C=C(c2cccs2)Nc2ncnn21 (stereo not drawn) | -11

Molecules listed so far that contain a nitro group on carbon (14):
SMILES | 14-3-3 PPI
O=[N+]([O-])c1cc(N=Cc2c[nH]c3ccccc23)ccc1N=Cc1c[nH]c2ccccc12 | -24
O=C(c1ccc(SCc2ccccc2F)c([N+](=O)[O-])c1)N1CCCC1 | -3
O=C1C2C3CCC(C3)C2C(=O)N1c1cc([N+](=O)[O-])ccc1F (stereo not drawn) | -9
O=C1CCCC2=C1C(c1cccc([N+](=O)[O-])c1)C1C(=O)c3ccccc3C1=N2 (stereo not drawn) | -48
COC(=O)c1ccc(NC(C)C(=O)OC)c([N+](=O)[O-])c1 (stereo not drawn) | -4
O=C(Nc1ncc(S(=O)(=O)c2ccc([N+](=O)[O-])cc2)s1)c1ccc(S(=O)(=O)N2CCCCC2)cc1 | 0
O=C1C(Nc2ccccc2)=CC(c2cccc([N+](=O)[O-])c2)N1c1ccccc1 (stereo not drawn) | 10
COc1cc2c(cc1NC(=O)c1ccc([N+](=O)[O-])cc1)oc1ccccc12 | -2
O=C(CSc1nccn1-c1ccc([N+](=O)[O-])cc1)Nc1ccc([N+](=O)[O-])cc1 | -1
COc1cc(C2NC(=O)NC(C)=C2C(=O)OC(C)C)cc([N+](=O)[O-])c1O (stereo not drawn) | 0
O=[N+]([O-])c1c(Nc2ccccc2)cc(N2CCCCC2)c2nonc12 | -5
NS(=O)(=O)c1cccc(C(=O)Nc2ccc([N+](=O)[O-])cc2)c1 | -1
Cc1ccc(-c2[nH]c3ccccc3c2C(C[N+](=O)[O-])c2ccco2)cc1 (stereo not drawn) | -19
O=C(NC1CCCC1)C(c1cc2c(cc1[N+](=O)[O-])OCO2)N1CCN(C2CCCCC2)CC1 (stereo not drawn) | 3

An excerpt; rates above refer to the full screens.
